OX1R antag-1: antagonists of human orexin 1 receptor (OX1R) | inhibition, % at 6.6 µM | OX1R-expressing cells, FRET antagonist read-out | Orexin/Hypocretin receptor type 1 (Homo sapiens), O43613 | AID 485270, 2010 | actives 1.8% (n = 330,000); in the data active means inhibition mostly above about 38%, no sharp cut-off; inactive means mostly below about 40%;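 further: 0% = agonist challenge alone and 100% = reference antagonist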
Target sequence (O43613 whole entry, looked up): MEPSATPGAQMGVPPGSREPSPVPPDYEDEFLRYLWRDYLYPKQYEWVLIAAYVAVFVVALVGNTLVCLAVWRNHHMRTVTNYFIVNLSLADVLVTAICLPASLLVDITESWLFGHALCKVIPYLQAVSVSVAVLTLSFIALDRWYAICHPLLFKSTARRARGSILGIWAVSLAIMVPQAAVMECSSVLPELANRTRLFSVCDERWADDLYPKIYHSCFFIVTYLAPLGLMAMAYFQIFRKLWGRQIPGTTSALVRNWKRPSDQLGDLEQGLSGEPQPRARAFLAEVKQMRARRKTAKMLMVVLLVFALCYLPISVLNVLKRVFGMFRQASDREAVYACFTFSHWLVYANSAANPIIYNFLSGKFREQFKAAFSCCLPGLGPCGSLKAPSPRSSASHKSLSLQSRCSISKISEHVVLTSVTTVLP
OX1R antag-2: OX1R (HCRTR1) antagonists, primary screen, fluorescence, CHO/OX1R cells, Fluo-8 calcium, orexin A. Orexin/Hypocretin receptor type 1 (Homo sapiens), O43613. Fluo-8 calcium fluorescence. inhibition, % at 5 µM. actives 0.43% (n = 330,000). AID 434989, 2010;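 active means inhibition above its plate's threshold, mean inhibition of all tested compounds on the plate plus 3 SD, cut at about 37% in these data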;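 further: 0% = orexin A challenge wells and 100% = SB-334867-A antagonist wells; not every result past the cut was called active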
Starred values were filed as active, the others as inactive.

Molecule	OX1R antag-1	OX1R antag-2
COc1cccc(NC(=O)C(=O)NCCC2CCCCN2S(=O)(=O)c2cccs2)c1 (configuration not stated)	29	-13
COc1ccccc1NC(=O)CCNS(=O)(=O)c1ccc2c(c1)CCN2C(C)=O	14	-26
Cc1ccc(S(=O)(=O)CCC(=O)N(Cc2nnc(-c3ccc(Cl)cc3)o2)C2CC2)cc1	16	-33
CN1CCc2c(OCC(=O)N3CCC(Cc4ccccc4)CC3)cccc2C1=O	33	-23
NC(=O)c1oc2ccccc2c1NC(=O)c1ccco1	9	-20
COc1ccccc1NC(=O)CSc1nnc(-c2ccoc2C)n1CCc1ccccc1	29	-6
COc1cccc(N2CCN(C(=O)CNC(=O)c3sc4ccccc4c3Cl)CC2)c1	10	-23
CN(C(=O)COc1ccc(C(C)(C)C)cc1)C1CCS(=O)(=O)C1 (configuration not stated)	5	-16
O=C(NC(=S)Nc1ccc(S(=O)(=O)N2CCCCC2)cc1)c1cccs1	3	-5
Cc1cccc(CN2CCCC(C(=O)N3CCc4ccccc4C3)C2)c1 (configuration not stated)	13	-23
COc1ccc(COC(=O)NNC(=O)c2ccccc2Cl)cc1	30	-8
O=C(Cc1n[nH]c(=O)c2ccccc12)N1CCN(S(=O)(=O)c2ccc(F)c(Cl)c2)CC1	7	-18
CC1CCC/C(=N/Nc2ccc([N+](=O)[O-])cc2[N+](=O)[O-])C1 (configuration not stated)	107*	-18
Cc1cccc(C)c1NC(=S)NC(=O)c1ccc(Br)o1	12	-29
COc1ccc(-c2cc(C(=O)Nc3ccc(C(N)=O)cc3)c3ccccc3n2)cc1	30	-17
O=C(COc1ccc2ccccc2c1)NNC(=O)[C@@H]1CCCC[C@@H]1C(=O)O	13	-14

In the list so far, four contain a Cl atom:
Molecule	OX1R antag-1	OX1R antag-2
Cc1ccc(S(=O)(=O)CCC(=O)N(Cc2nnc(-c3ccc(Cl)cc3)o2)C2CC2)cc1	16	-33
COc1cccc(N2CCN(C(=O)CNC(=O)c3sc4ccccc4c3Cl)CC2)c1	10	-23
COc1ccc(COC(=O)NNC(=O)c2ccccc2Cl)cc1	30	-8
O=C(Cc1n[nH]c(=O)c2ccccc12)N1CCN(S(=O)(=O)c2ccc(F)c(Cl)c2)CC1	7	-18

Continued.
Molecule	OX1R antag-1	OX1R antag-2
O=C(CCCN1C(=O)/C(=C/c2ccccc2)SC1=S)NCCCn1ccnc1	13	-21
COc1ccc(Oc2ccccc2C#N)cc1	17	-9
COC(=O)[C@@H](NC(=O)N1CCN(C(=O)C2COc3ccccc3O2)CC1)C(C)C (some centres not stated)	13	-17
COc1ccc(-c2cn3nc(SCC(=O)NCC4CCCO4)ccc3n2)cc1 (configuration not stated)	30	-34
CCOC(=O)C1(Cc2cccc(OC)c2)CCCN(S(=O)(=O)CC)C1 (configuration not stated)	8	-10
COc1ccccc1CNS(=O)(=O)c1ccc(NC(C)=O)cc1	14	-9
COc1ccc(-c2nn(C)c3sc(C(=O)N4CCOCC4)cc23)cc1OC	15	-33
Cc1cc(NS(=O)(=O)c2ccc(NC(=S)NC(=O)c3ccccc3)cc2)no1	14	-9
CC(C)C(C)NC(=O)COC(=O)c1cccc(C(=O)OCC(=O)NC(C)C(C)C)n1 (configuration not stated)	4	-12
COc1ccc(-c2nc(CS(=O)CC(=O)NC3CCCCC3)c(C)o2)cc1OC (configuration not stated)	4	-24
O=C(Nc1ncc2c(n1)-c1ccccc1CC2)C1CC1	14	-1
Clc1ccc(-c2cccs2)nn1	9	-11
CCOc1ccccc1C1C(C#N)=C(N)Oc2cc(C)n(Cc3ccccn3)c(=O)c21 (configuration not stated)	12	-4
COc1ccc(C/C(N)=N/OC(=O)Cc2ccc(OC)c(OC)c2)cc1	8	-12
CSc1nc(N)c(NC(=O)c2ccc(Br)o2)c(=O)[nH]1	27	-3
CCN1CCN(c2cc(C)c3cc(NC(=O)c4ccc(OC)c(OC)c4)ccc3n2)CC1	12	-17
CN=C(Nc1cc(C)nn1CCC#N)c1ccccc1	0	4
CC(C)(CN1CCc2ccccc2C1)NS(=O)(=O)c1ccc(Cl)cc1	13	-41
CN(C(=O)COc1nnc(-c2cccs2)c(-c2cccs2)n1)c1ccccc1	60	-15
Cc1c(NC(=O)C(C)Sc2nccn2C)c(=O)n(-c2ccccc2)n1C (configuration not stated)	1	-19
O=C(CNC(=O)c1ccco1)NNC(=O)c1n[nH]c(=O)c2ccccc12	8	-10
C=CCNC(=O)c1ccccc1SCc1c(C)noc1C	24	-11
CN(C)CCCNc1ccc(S(N)(=O)=O)cc1[N+](=O)[O-]	122*	2
COc1ccc(-n2ccnc2SCC(=O)Nc2cc(C)on2)cc1	15	-8

Whole records as entered above. Order of values: OX1R antag-1 | OX1R antag-2
Record of `COc1ccc(-n2ccnc2SCC(=O)Nc2cc(C)on2)cc1` : 15 | -8
Record of `C=CCNC(=O)c1ccccc1SCc1c(C)noc1C` : 24 | -11

Next section
Molecule	OX1R antag-1	OX1R antag-2
COc1ccccc1OCC(=O)Nc1ccccc1C(=O)NC1CC1	24	-20
O=C(CSc1ncn[nH]1)NC1CCCc2ccccc21 (configuration not stated)	1	6
COc1ccc(C(NCC(=O)Nc2c(C)cccc2C)c2ccccc2)cc1 (configuration not stated)	2	-28
O=C(NC(NC(=S)Nc1c(Cl)cc(Cl)cc1Cl)C(Cl)(Cl)Cl)OCc1ccccc1 (configuration not stated)	41	11
CCCC1C(C#N)=C(N)Oc2cc(C)n(C)c(=O)c21 (configuration not stated)	29	-11
CCn1c2ccccc2c2cc(NC(=O)C(=O)N3CCOCC3)ccc21	22	-28
COc1cc(N)c(Cl)cc1C(=O)OC(C)C(=O)Nc1cccc(S(=O)(=O)N2CCOCC2)c1 (configuration not stated)	12	-26
CCOC(=O)c1cc2c(C)n(-c3ccc(OCC)cc3)c(C)c2cc(C(=O)OCC)c1=O	8	-21
COc1ccccc1NC(=O)NCC(=O)Nc1c(C)cccc1C	17	-20
O=C1CC(c2cccc(Cl)c2)CC(O)=C1C=Nc1ccccc1 (configuration not stated)	14	-41
Cc1nn(C(=O)CCC(=O)NCCc2ccccc2)c2ccccc12	12	-12
COc1ccc(CCNC(=O)c2cc(CC(C)C)on2)cc1OC	14	-22
Cc1ccc(N2CCN(S(=O)(=O)N(C)C)CC2)cc1Cl	13	-9
CC(C)(C)C(=O)NNC(=O)c1cnccn1	9	-19
CCOC(=O)n1c(=O)n(Cc2cccc(F)c2)c2ccccc21	4	-23
CCOc1ccccc1/C=N/NC(=O)c1nnn(-c2nonc2N)c1CN1CCC(C)CC1	4	-12
CC1(C)CC(=O)CC(C)(C)N1OC(=O)c1ccco1	0	-13
CCN(Cc1nc2cc(Cl)ccc2c(=O)[nH]1)C(=O)c1cccc(OCc2c(C)noc2C)c1	24	23
C=CCN(c1ccccc1)S(=O)(=O)c1cccc(C(=O)N2CCN(c3ncccn3)CC2)c1	9	-13
COc1ccc(OC)c(CNC(=O)Cc2c(C(=O)O)[nH]c3ccc(Cl)cc23)c1	29	-6
COC(=O)COc1ccc(-c2nn(C)c(=O)c3ccccc23)cc1	28	3
O=c1oc2c(-c3ccc([N+](=O)[O-])cc3)cc(O)cc2s1	17	10
CC(C)[C@H](NC(N)=O)C(=O)Nc1ccc(OCc2ccccc2)cc1	16	-2
O=C1N[C@@H](Cc2ccccc2)[C@@H](c2ccco2)O1	9	10
CCCC(=O)Nc1nnc(SCC(=O)NC2CC2)s1	2	1
CN(CCCNC(=O)CCc1cn(C)c2ccccc12)C1CCCCC1	7	-25
Cc1ccc([N+](=O)[O-])cc1NC1OC(CO)C(O)C1O (configuration not stated)	21	5
CCOc1cc(/C=N/NC(=S)Nc2ccccc2C(F)(F)F)ccc1OCC(=O)N1CCOCC1	6	-1
CN1CCN(C(=O)C2CCN(S(=O)(=O)c3ccc4c(c3)oc(=O)n4C)CC2)CC1	8	-13
c1ccc2cc(OCCCn3ccnc3)ccc2c1	9	-8
CCOC(=O)c1c(NC(=O)CN2CCCCC2)sc(C)c1C	1	-23
COc1cc(CN=Cc2c(O)n(Cc3ccccc3)c(=S)[nH]c2=O)cc(OC)c1	6	-33
O=C(O)C1CC(=O)N(CCc2ccc(F)cc2)C1 (configuration not stated)	8	-6
CCOc1ccc(-n2c(C)nc3cc(C(=O)NCc4ccco4)ccc32)cc1	10	-32
COc1ccc(S(=O)(=O)N2CCCCCC2)cc1C(=O)NCc1ccco1	2	-24
O=Cc1c(-c2ccccc2)nc2ccccn12	3	-5
c1ccc(OCCCCN2CCOCC2)cc1	10	0
COCc1cc(C)nc(SCC(=O)Nc2ccc3[nH]c(=O)[nH]c3c2)c1C#N	19	-7
CCOC(=O)C1(CCCc2ccccc2)CCN(Cc2cn(CC)nc2C)CC1	21	-4
CCCC(C)c1nc(C(N)=O)c2[nH]c(=O)n(-c3ccc(OC)cc3OC)c2n1 (configuration not stated)	32	-33
COc1ccc(-c2nc3cc([N+](=O)[O-])ccc3o2)cc1OC	1	-11
Nc1nonc1C(=O)N/N=C/c1ccc(-c2cccc(C(=O)O)c2)o1	31	-8
O=C(COC(=O)COc1ccc(Br)cc1)NC1CCCCCC1	0	-4
CCOC(=O)C1CCCN(S(=O)(=O)CCNC(=O)c2ccc(F)cc2)C1 (configuration not stated)	5	-27
CCCCN(C(=O)C(C)Oc1cccc(Cl)c1)c1c(N)n(CCC)c(=O)[nH]c1=O (configuration not stated)	14	-24
COC(=O)c1nn(C23CC4CC(CC(C4)C2)C3)c2c1C(=O)N(c1ccc(Br)cc1)C2=O	-1	-7
COc1ccc(CC2(CO)CCN(C/C=C/c3ccccc3OC)CC2)cc1	10	-27
Cc1ccc(NC(=O)c2cccc(S(=O)(=O)NCc3ccccc3)c2)nc1	59*	1
Cc1ncc[nH]1	-1	-15
CCOC(=O)CN1CCS(=O)(=O)CC1	11	3
Cc1ccc(-c2nc(SCC(=O)NCC3CCCO3)c(-c3ccccc3)[nH]2)cc1 (configuration not stated)	15	-46
Cc1ccc(-c2cc(C(=O)N3CCN(C(=O)c4ccco4)CC3)no2)cc1	4	-20
O=C(Nc1nc(-c2ccccc2)cs1)C1CCCCN1S(=O)(=O)c1ccccc1 (configuration not stated)	18	-24
COc1ccc2ccccc2c1/C=N/NC(=O)c1cccc(Br)c1	47	-9
Cc1ccc2cc(NC(=O)c3cccc(F)c3)ccc2n1	7	-24
COC(=O)C1=C(C)N(c2ccc(Cl)cc2)/C(=C/c2cccs2)C1=O	12	-16

(next part)
Molecule	OX1R antag-1	OX1R antag-2
Cc1ccc(CCNC(=O)C2CC(c3ccccc3C(F)(F)F)=NO2)cc1 (configuration not stated)	39	-32
O=C(N/N=C/c1ccccc1[N+](=O)[O-])C(=O)N1CCCC1	92*	-15
CC(=O)CC1=NC(C)(C)Cc2ccccc21	10	-12
Cc1ccccc1C(=O)Nc1ccc2c(C#N)c3nc4ccccc4nc3n2c1	11	-18
COc1cc2c(cc1OC)CN(C(=O)C(CCSC)NS(=O)(=O)c1ccc(C)cc1)CC2 (configuration not stated)	20	-26
CCOC(=O)c1[nH]c2ccc(C)cc2c1N	3	-20
Cc1cnn(-c2cc(N/N=C/c3ccccc3F)ncn2)c1	17	1
C/C(=N\NC(=O)C1CC1)c1ccc(OC(F)F)cc1	15	-12

Part of the list above in order of formula weight, low to high.
Molecule	OX1R antag-1	OX1R antag-2
O=C(N/N=C/c1ccccc1[N+](=O)[O-])C(=O)N1CCCC1	92*	-15
Cc1ccc(CCNC(=O)C2CC(c3ccccc3C(F)(F)F)=NO2)cc1 (configuration not stated)	39	-32
Cc1ccccc1C(=O)Nc1ccc2c(C#N)c3nc4ccccc4nc3n2c1	11	-18

Next compounds.
Molecule	OX1R antag-1	OX1R antag-2
O=C(CNC1CCCCC1)Nc1ccc(Cl)cc1	2	-14
Cc1ccc(CNC(=O)CSc2ccc(-c3cccs3)nn2)cc1	51*	0
COc1ccc(CCN2C(=NC(=O)C(C)C)SC3CS(=O)(=O)CC32)cc1OC (configuration not stated)	15	-8
N=C(c1cccc([N+](=O)[O-])c1)N1CCCCCC1	16	-21
O=C(CN1C(=O)COc2ccc(S(=O)(=O)N3CCOCC3)cc21)NCc1ccccn1	3	-18
Cc1cc(NC(=O)COC(=O)c2cccc(OCc3ccccc3)c2)no1	3	1
CN(C)c1nc(N)nc(CSc2nc3cc(Cl)ccc3o2)n1	22	43
COc1ccccc1C(=O)NCc1ccc2c(c1)OCO2	8	6
Cc1cccc(C(=O)Nc2cccc(C(=O)Nc3cc(C)ccn3)c2)c1	31	-33
Cc1onc(-c2ccc(Cl)cc2Cl)c1C(=O)/C=C/N(C)C	14	-28
Cc1ccc(NC(=O)CN(C)C(=O)COc2ccc(C(=O)c3ccc(F)cc3)cc2)cc1	5	-20
CC(=O)Nc1ccc(NC(=O)C(C)OC(=O)c2ccc(C)s2)cc1 (configuration not stated)	20	-11
COc1cc(NS(=O)(=O)c2ccc(Br)s2)cc(OC)c1	8	-14
O=C(CSc1nc2ccccc2c(=O)[nH]1)Nc1ccccc1C(F)(F)F	23	16
O=C(CC(c1ccccc1)c1cc(Cl)ccc1O)NCCN1CCOCC1 (configuration not stated)	10	-8
Cc1ccccc1Nc1nccc(N(C)C)c1C#N	11	16
Cc1cc(NC(=O)CS(=O)(=O)c2cn(Cc3ccccc3Cl)c3ccccc23)no1	9	-15
Cc1cccc(N2CCN(C(=O)C3CC(=O)N(C4CCCC4)C3)CC2)c1C (configuration not stated)	33	-29

Compound activity: PubChem BioAssay, The Scripps Research Institute Molecular Screening Center

Compounds as they come, and some 2% of all compounds hit somewhere here.
